MOR-DOR ag: OPRM1-OPRD1 heterodimerization agonism | P35372+P41143 | cells, luminescence | activation, % at 9.3 µM | 340,000 tested, 0.3% active | AID 504326; in the data active = activation above about 18%;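 also: 0% = vehicle-treated cells and 100% = reference agonist; values of inactives mirror those of a sister screen read the other way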
DSG3 Ab inh: blocks pemphigus antibody binding to human desmoglein-3; binding (percent of control), % at 10 µM; DSG3-coupled beads, scFv-anti-DSG3-GFP binding, flow cytometry; stronger effect = lower value; 310,000 tested, 0.48% active; AID 588358;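 active = binding more than 3 SD below its plate's average and above zero; inconclusive = below that plate limit but binding exactly zero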;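 also: hits lower antibody fragment binding to DSG3; some compounds called inactive have numbers as strong as hits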
Keap1-Nrf2 PPI: Keap1-Nrf2 (human) interaction inhibition; Q14145; AID 504523; inhibition, % at 9.4 µM; Keap1 Kelch-Nrf2 peptide fluorescence polarization, 1536-well; 340,000 tested, 0.15% active; in the data active = inhibition above about 12%; inconclusive = no clear call, values can overlap the other calls; inactive = below about 7.3%;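 also: human Keap1 Kelch domain with fluorescein labeled Nrf2 9mer peptide probe; 0% = neutral control wells and 100% = peptide positive control; higher means more block of Keap1 binding to Nrf2 peptide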
Target sequence (Q14145 whole entry, looked up, the tested form may be a part): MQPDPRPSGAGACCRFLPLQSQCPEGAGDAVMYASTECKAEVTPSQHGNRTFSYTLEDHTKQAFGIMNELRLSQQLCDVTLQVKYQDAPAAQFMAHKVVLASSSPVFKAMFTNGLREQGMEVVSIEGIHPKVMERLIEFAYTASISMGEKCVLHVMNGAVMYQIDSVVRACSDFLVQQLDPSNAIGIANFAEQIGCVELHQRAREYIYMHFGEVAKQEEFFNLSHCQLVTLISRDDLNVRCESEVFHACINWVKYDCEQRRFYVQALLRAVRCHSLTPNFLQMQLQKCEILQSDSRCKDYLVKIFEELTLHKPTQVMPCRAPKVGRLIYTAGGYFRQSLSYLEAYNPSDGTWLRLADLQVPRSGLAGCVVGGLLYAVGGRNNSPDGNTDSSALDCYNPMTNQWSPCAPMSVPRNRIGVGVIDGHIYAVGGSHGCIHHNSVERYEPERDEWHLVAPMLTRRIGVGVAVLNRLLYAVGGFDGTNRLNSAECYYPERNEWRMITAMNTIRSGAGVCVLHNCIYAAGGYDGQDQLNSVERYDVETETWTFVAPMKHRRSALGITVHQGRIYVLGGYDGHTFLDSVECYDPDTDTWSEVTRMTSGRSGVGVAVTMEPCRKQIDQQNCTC
V-ATPase pHluor: alters yeast V-ATPase proton transport. response, % at 10 µM. S. cerevisiae, pHLuorin cytosolic pH fluorescence. 350,000 tested, 0.37% active; in the data active = response mostly above about 7.3%, no sharp cut-off; inactive = mostly below about 5.4%; also: actives read high; inactives centre near 0; some compounds called inactive have numbers as strong as hits; reference of the scale not given here
OPRM1-OPRD1 inv: inverse agonists of human mu-delta opioid receptor heterodimerization; P35372+P41143; cell-based MOR-DOR heterodimer luminescence, inverse agonism; inhibition, % at 9.3 µM; 340,000 tested, 0.21% active; AID 504357; in the data active = inhibition above about 22%, passing the limit was not always enough;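 also: 0% = cells with DMSO and 100% = wells without cells with DMSO; values of inactives mirror those of a sister screen read the other way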
RTF Ca sens act: increases calcium sensitivity of human cardiac regulated thin filaments. P19429+P45379. activation, % at 7.2 µM. IANBD-labeled TnC RTF fluorescence at EC20 calcium; 0% EC20 calcium, 100% full calcium. 340,000 tested, 0.24% active;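 active = activation above the mean over all tested compounds plus 3 SD, cut at about 30% in these data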;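 also: rise in fluorescence read as greater calcium sensitivity of cardiac thin filaments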
Arrestin-AP2 inh: blocks beta-arrestin peptide binding to AP2 adaptin; FITC-arrestin peptide / GST-AP2 beads, flow cytometry; AP2 beta2 appendage carries R879A mutation; inhibition, % at 10 µM; 340,000 tested, 0.31% active;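 active = inhibition above a set limit, near 3 SD of compounds lacking own fluorescence, cut at about 54% in these data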;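 also: plate controls were DMSO wells for no effect and 5 µM unlabelled arrestin peptide for full effect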
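Measured by: flow cytometry, FL1 (488/535 nm); Material: AP2 appendage R879A on GSH beads; Evaluation: percent response; Timing: pre-incubation 12 min, peptide binding 1 h, room temperature; Also added: 50 nM FITC-arrestin peptide; Medium: PBS with 0.05% Tween 20 and 0.1% BSA.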
C-LANA FP: inhibitors of KSHV LANA C-terminal domain DNA binding | AID 504423 | MBP-C-LANA/FAM-LBS DNA binding, fluorescence polarization | 340,000 tested, 0.078% active | inhibition, % at 9 µM;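 active = highest replicate inhibition at or above 60% at 9 µM, even if other replicates fall short; inactive = all replicates below 60% inhibition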;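 also: 0% = neutral control wells and 100% = 4 µM acridine orange control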
Cardiac RTF inh: cardiac RTF calcium desensitization; P19429+P45379; IANBD-labeled cardiac RTF, Ca2+ fluorescence; inhibition, % at 7.15 µM; 340,000 tested, 0.12% active; AID 493244;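 active = inhibition above the mean inhibition of all tested compounds plus 3 SD, cut at about 17% in these data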;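 also: assay run at fixed EC70 calcium of 1.6 mM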
Wnt act: activates Wnt/beta-catenin signaling in a reporter cell assay; 300,000 tested, 1.2% active; activator, plate reader; activation, % at 9.35 µM; in the data active = activation above about 30%, passing the limit was not always enough; inconclusive = no clear call, values can overlap the other calls;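 also: 0% = neutral control wells and 100% = positive control wells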
* = called active by the depositor; ? = inconclusive; . = not tested or not shown; & = joins results of further samples.

SMILES	MOR-DOR ag	DSG3 Ab inh	Keap1-Nrf2 PPI	V-ATPase pHluor	OPRM1-OPRD1 inv	RTF Ca sens act	Arrestin-AP2 inh	C-LANA FP	Cardiac RTF inh	Wnt act
N#CC(C#N)=C1NC(N)=C(C#N)C(c2ccccc2)=C1C#N	-4.2	94	-4	3	21	2	8	-1.2	-10	1
COCCNC(=S)NCCc1ccc(Cl)cc1Cl	1.1	99	-11	0	-6	-1	-15	1.0	-7	-1
O=C(CCc1nnc(CCCCc2ccccc2)o1)N(CCO)Cc1ccccc1	-1.2	.	-2	0	5	2	-1	-0.6	8	-1
O=c1c([N+](=O)[O-])cccn1Cc1ccc(F)cc1Cl	-1.9	115	-5	6	9	5	-12	-0.7	3	-2
CCOC(=O)c1sc(NC(=O)OC)c(C(=O)OC)c1C	0.6	101	-3	0	-3	-5	-9	-0.9	7	1
CCOC1CCCC(n2cnc3c(=S)nc[nH]c32)O1 (centres undefined)	-3.3	119	0	2	17	-2	2	0.5	6	3
CCc1ccc(NC(=O)[C@H](C)NC(=O)C2CCN(C(=O)[C@@H](N)Cc3ccccc3)CC2)cc1	-2.4	98	-2	3	12	-3	-1	0.1	1	.
COc1ccc2c(c1OC)C(=O)N1C2SC[C@H]1C(=O)NCCC(C)C (some centres undefined)	0.8	97	-3	-2	-5	-2	12	-0.2	-1	-3
CCn1nc(C)c(CN2CCCC(CO)(Cc3cccc(Cl)c3)C2)c1C (centres undefined)	2.1	99	0	1	-11	-4	39	-1.9	7	-2
CC(C)NC(=O)N(C)C[C@@H]1Oc2c(NC(=O)Nc3ccccc3)cccc2C(=O)N([C@H](C)CO)C[C@H]1C	-3.3	100	0	2	15	-2	-3	-0.1	-5	-1
Cc1cc(NC(=O)c2c(F)cccc2Cl)n(-c2nc3ccccc3[nH]2)n1	0.1	99	-7	.	-1	5	99*	1.0	-8	.
Cc1cc(C)nc(Nc2ccc(F)cc2)n1	1.1	93	4	2	-5	-13	37	1.0	4	1
Cc1nc(NCc2ccccc2)[nH]c(=O)c1CCC(C)C	7.4	101	5	-2	-40	4	4	-0.3	-2	-4
Cc1ccc(N2C(=O)CC2(C#N)c2ccc(OCc3ccccc3)cc2)cc1 (centres undefined)	-0.2	97	-4	-2	1	-3	-12	-0.9	2	.
Clc1ccc(CCNc2ncnc3nc[nH]c23)cc1	-1.4	98	2	3	8	-3	-1	12	1	-3&2
O=C(NC1CCN(C(=O)NCc2ccccc2)CC1)c1ccccc1	0.7	113	7	1	-6	-5	-1	-1.4	0	0
Cc1nc(=O)c(-c2ccccc2)c(C)n1-c1ccccc1O	-2.5	101	3	2	10	-5	-1	-1.4	-16	.
Cc1nc2ncnn2c(C)c1CCC(=O)N1CCc2ccccc2C1	-2.5	106	-7	1	13	-2	2	-1.0	-5	-2
CC(C)(C)c1ccc(COC(=O)Nc2ccc(F)cc2)cc1	10.0	105	0	-1	-52	2	-2	-2.6	-4	3
CC(C)C(=O)Nc1cccc(C(=O)Nc2nncs2)c1	-1.1	103	5	-4	6	0	-4	0.4	5	-3
CC(=O)Nc1ccc(C2(c3ccc(NC(C)=O)cc3)C(=O)Nc3ccccc32)cc1	6.4	.	-6	-3	-32	4	15	0.6	-5	?
COc1ccc(CNC(=O)C(c2ccncc2)N(C(=O)Cc2cccs2)c2ccc(C)cc2)cc1 (centres undefined)	1.0	101	-2	-1	-6	10	-4	-2.1	-5	.
CCCCN(CC)CCNC(=O)CN1C(=O)COc2ccc(S(=O)(=O)N3CCCC3)cc21	-0.5	104	4	2	2	-3	26	-0.1	-2	1
O=c1c(/C=N/O)coc2ccc(Cl)cc12	-0.4	100	-2	4	2	2	-11	1.0	-7	2
NC(=O)C1=C[C@H](c2ccc(C(F)(F)F)cc2)C[C@H](OCCCCO)O1	-2.1	104	2	-3	12	-2	-1	1.3	2	-2

Looked up one by one from above (three):
SMILES	MOR-DOR ag	DSG3 Ab inh	Keap1-Nrf2 PPI	V-ATPase pHluor	OPRM1-OPRD1 inv	RTF Ca sens act	Arrestin-AP2 inh	C-LANA FP	Cardiac RTF inh	Wnt act
CCCCN(CC)CCNC(=O)CN1C(=O)COc2ccc(S(=O)(=O)N3CCCC3)cc21	-0.5	104	4	2	2	-3	26	-0.1	-2	1
CCOC1CCCC(n2cnc3c(=S)nc[nH]c32)O1 (centres undefined)	-3.3	119	0	2	17	-2	2	0.5	6	3
Cc1ccc(N2C(=O)CC2(C#N)c2ccc(OCc3ccccc3)cc2)cc1 (centres undefined)	-0.2	97	-4	-2	1	-3	-12	-0.9	2	.

(cont.)
SMILES	MOR-DOR ag	DSG3 Ab inh	Keap1-Nrf2 PPI	V-ATPase pHluor	OPRM1-OPRD1 inv	RTF Ca sens act	Arrestin-AP2 inh	C-LANA FP	Cardiac RTF inh	Wnt act
CN1CCc2c(n(CC(O)CN(CCO)CCO)c3ccccc23)C1=O (centres undefined)	-1.2	100	-4	-3	9	7	0	-1.7	6	-3
O=[N+]([O-])c1cncc([N+](=O)[O-])c1Nc1ccccc1Cl	4.0	99	2	3	-20	1	-10	0.7	0	18
Cc1c(-c2nnc(-c3ccc(C(F)(F)F)cc3)o2)cnn1-c1ccccc1	-3.7	112	2	4	18	-1	9	0.4	2	.
CCOC(=O)c1c(-c2ccc(OC)c(OC)c2)csc1NC(=O)C1CCCO1 (centres undefined)	1.6	100	-5	0	-8	2	-35	0.6	-2	-1
COC(=O)c1cccc(N(CC(=O)NC2CCCC2)C(=O)CCC(=O)Nc2cc(C)on2)c1	-1.6	.	0	4	10	0	-2	0.3	-16	2
Cc1cc(C)cc(-n2ncc3c2CCCC3NC(=O)c2ccccc2N2CCOCC2)c1 (centres undefined)	-2.8	96	2	0	15	4	-14	-2.1	-2	-5
Cc1ccc(-n2c(CCC(=O)O)ccc2-c2cccs2)cc1C	-2.0	98	-2	-1	11	-2	0	1.3	-7	.
COc1cc(N)c(Cl)cc1C(=O)OCC(=O)N1CCCC1	-0.8	94	-5	-4	4	2	5	0.2	-5	6
Cc1ccc(NC(=O)Nc2ccon2)cc1	-2.3	110	-7	-1	8	6	-6	-0.5	2	-3
CCOc1ccc(CC(=O)NNC(=S)NC)cc1	.	105	2	2	.	.	8	15	.	11
CSc1ccc(C(=O)N2CCC(n3nccc3NC(=O)C3CC3)CC2)cc1	-1.1	101	-4	-1	6	-2	3	-0.3	2	1
COc1ccc(N2CCN(C(=O)CNC(=O)c3ccc(Br)o3)CC2)cc1	-1.0	110	-1	4	5	-1	-6	2.1	-13	-1
CSc1nccc(-c2nn(-c3ccc(C)cc3)ccc2=O)n1	-1.3	94	1	-3	8	3	-5	-1.0	-5	.
Clc1ccc(CN=C(Nc2ccccc2)NC2CCCCC2)cc1	0.3	104	-1	1	-2	1	-2	-0.4	2	-2
CCCC(=O)Nc1cccc(NC(=O)c2ccc(C)c([N+](=O)[O-])c2)c1	-0.2	94	2	-5	1	1	-9	1.1	-6	.
O=C(CN1C(=O)NC2(CCCCCCC2)C1=O)NCc1ccc2c(c1)OCO2	-0.9	.	-3	5	5	0	2	3.6	-3	2
COc1ccc(-c2cn3ccccc3n2)cc1OC	-1.9	102	0	-1	10	-4	-8	-0.3	-9	22
COc1cccc(-c2cc(C(F)(F)F)n3ncc(C(=O)N4CCc5ccccc5C4)c3n2)c1	-2.1	99	4	-3	11	4	-18	0.2	-2	-3
COc1ccc(OC)c(NC(=O)CCCc2ccccc2)c1	1.6	115	5	6	-9	-2	21	2.3	-1	0
Cc1cc(NC(=O)CSc2nnc(Nc3ccccc3)s2)no1	-3.1	106	-1	-2	18	4	-7	-0.3	7	.
COc1cc(C)c(Br)cc1S(=O)(=O)NCc1ccncc1	3.9	105	6	-1	-22	6	-2	-0.6	1	-2
Cc1ccc(C)c(S(=O)(=O)N2CCCC2CNC(=O)C(=O)NCc2ccco2)c1 (centres undefined)	-2.3	101	-1	-5	12	0	42	-0.8	4	-4
COc1ccc(NC(=O)Cn2nnc(C(=O)NCc3ccccc3)c2N)c(OC)c1	0.4	101	-3	-5	-3	-4	-2	0.3	8	.
CN(Cc1ccccc1)C(=O)CN1C(=O)NC2(CCCCCCC2)C1=O	-2.3	102	-4	-1	9	-1	26	0.2	-5	2
Cc1scc(C(=O)Nn2cnnc2)c1-c1ccccc1	-1.0	97	-1	-4	5	0	-3	2.0	0	1
Going on with the list:
SMILES	MOR-DOR ag	DSG3 Ab inh	Keap1-Nrf2 PPI	V-ATPase pHluor	OPRM1-OPRD1 inv	RTF Ca sens act	Arrestin-AP2 inh	C-LANA FP	Cardiac RTF inh	Wnt act
Cc1ccc(-c2nnn(CC(=O)N(c3ccccc3)C(C(=O)NC(C)(C)C)c3cccs3)n2)o1 (centres undefined)	-1.4	111	-8	-6	8	-7	6	-4.8	-10	.
CN(C)/N=C/c1ccc(/C=N/NC(N)=S)o1	-2.3	98	0	-2	11	7	0	0.4	-3	-5
O=S(=O)(NC1CC1)c1ccc(F)c(F)c1	-1.7	98	-6	0	10	2	-22	1.2	-2	-2
O=C(Nc1ccc(Cl)cc1C(=O)N1CCCC1)c1cccc([N+](=O)[O-])c1	-0.8	94	-2	-3	6	0	5	0.4	3	-2
N#Cc1cn(CCOc2ccccc2F)c2ccccc12	5.2	101	-4	2	-30	9	5	-0.7	11	12
Cc1nnc(SCC(=O)Nc2ccc(OC(F)F)c(Cl)c2)n(N)c1=O	-3.9	.	-5	0	15	2	-11	-0.2	1	-5
CCCNC(=O)N1CCCC(C(N)=O)C1 (centres undefined)	-0.6	110	-4	-3	3	8	-4	-0.6	-8	-1
CC(=O)Nc1c(Br)cc2c(c1Br)Cc1cc(Br)ccc1-2	34*	94	-5	2	-176	-9	6	0.0	-6	0
CCc1sc(C(=O)N2CCc3cc(OC)c(OC)cc3C2CC(=O)O)cc1C (centres undefined)	0.0	.	3	0	0	1	-8	-0.3	1	-1
CC(C)[C@H](NC(=O)c1ccccc1)C(=O)OCC(=O)c1ccc(S(=O)(=O)N2CCCCC2)cc1	-5.5	114	3	-3	30*	-2	12	-0.9	3	-4
CCOC(=O)N1CCN(C(=O)COc2cccc3c2CCN(Cc2cccc(C)c2)C3=O)CC1	0.6	128	-7	2	-3	5	-2	2.1	-27	0
C=CCn1c(SCC(=O)Nc2ccc(C(=O)OC(C)C)cc2)nnc1-c1cccs1	3.3	72	-5	-5	-19	0	4	1.5	-2	-1
Cc1c(O)nc(SC2CC(=O)N(c3ccccc3)C2=O)[nH]c1=O (centres undefined)	-2.7	98	1	0	14	-2	-12	2.5	-9	2
O=S(=O)(NCc1ccc(Cl)cc1)c1cccc2cccnc12	-3.1	102	-1	-3	16	0	39	-0.8	-1	-2
Cc1ccc(CCNC(=O)C2CC(c3ccccc3C(F)(F)F)=NO2)cc1 (centres undefined)	0.2	102	-5	-1	-1	0	.	-2.5	0	-2
NS(=O)(=O)c1ccc(NC(=S)NCc2cccc(Cl)c2)cc1	-1.8	110	-6	2	9	-3	1	0.2	3	1
CCOC(=O)C1CCN(c2c(Nc3ccc(C)c(C)c3)c(=O)c2=O)CC1	-0.3	87	-5	3	1	2	-10	-2.4	-8	3
CCN1CCCC1CNC(=O)c1cc2ccc(OC)cc2[nH]1 (centres undefined)	0.1	102	-8	-3	-1	-1	9	-2.5	-8	-2

From PubChem
